Screening results as filed in PubChem.
HCV inh – HCV inhibition; Huh7.5.1 HCVcc-Cre infection, luciferase reporter, 44 h; Potency, µM (doses to about 41.8 µM), for the others: at the highest dose activity change, negative = inhibition, actives largely listed as inhibitors; actives 3.4% (n = 340,000); AID 651820; further: potency means the concentration at half of the fitted maximal effect; on the % scale 0 is the no-effect control and ±100 the full control effect
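Whole-lifecycle infectious HCVcc-Cre system; cells 1,000/well, compound then virus (~0.5 moi) added 4 h after plating, 44 h culture. Luciferase read 15 sec following 15 min substrate incubation, room temp.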
TbPYK inhibitor – inhibitors of Trypanosoma brucei pyruvate kinase; Q57TT1; TbPYK enzyme, Kinase-Glo Plus ATP luminescence, 45 min; Potency, µM (series often up to 76.8 µM), for inactives: at the highest dose activity, negative = inhibition, usual class: inhibitors; actives 0.12% (n = 410,000); AID 624173; further: potency means the concentration at half of the fitted maximal effect; on the % scale 0 is the no-effect control and ±100 the full control effect; nearly all actives have a fitted effect of over 50% in size
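Glycolytic pyruvate kinase of T. brucei was incubated with substrate, test compound and 130 uM ADP for 45 minutes at room temperature. Luminescent Kinase-Glo Plus signal was measured after 10 minutes.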
CHX counter – counter-screen for Shiga toxin inhibitors: cycloheximide protein synthesis inhibition; actives 12% (n = 300,000); max response, %; cell reporter, cycloheximide protein synthesis inhibition counterscreen; in the data active means max response mostly above about 13%, no sharp cut-off; inactive means mostly below about 14%; further: read at 38.3 µM for the half of the compounds with a filed dose; 0% is about no effect
Pf growth 96h – P. falciparum growth inhibition at 96 hour, primary screen for plastid delayed-death inhibitors; P. falciparum luciferase reporter growth, 96 h; Potency, µM (doses to about 28.7 µM), for inactives: top-dose activity change, negative = inhibition, most hits filed as inhibitors; actives 6.9% (n = 320,000); further: potency means the concentration at half of the fitted maximal effect; on the % scale 0 is the no-effect control and ±100 the full control effect
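Erythrocytes infected with luciferase-expressing P. falciparum were dispensed at 2% hematocrit and 0.05% parasitemia (final), then incubated with compounds 96 hours at 37 C in 5% CO2. Luminescence after detection reagent addition reported growth.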
LmPK inh – inhibitors of Leishmania mexicana pyruvate kinase; Q27686; purified LmPK, Kinase-Glo ATP luminescence, 1 h; Potency, µM (doses to about 57.5 µM), for the others: at the highest dose activity change, negative = inhibition, most hits filed as inhibitors; actives 0.37% (n = 290,000); AID 1721; further: potency means the concentration at half of the fitted maximal effect; on the % scale 0 is the no-effect control and ±100 the full control effect
Target sequence (Q27686 whole entry, looked up): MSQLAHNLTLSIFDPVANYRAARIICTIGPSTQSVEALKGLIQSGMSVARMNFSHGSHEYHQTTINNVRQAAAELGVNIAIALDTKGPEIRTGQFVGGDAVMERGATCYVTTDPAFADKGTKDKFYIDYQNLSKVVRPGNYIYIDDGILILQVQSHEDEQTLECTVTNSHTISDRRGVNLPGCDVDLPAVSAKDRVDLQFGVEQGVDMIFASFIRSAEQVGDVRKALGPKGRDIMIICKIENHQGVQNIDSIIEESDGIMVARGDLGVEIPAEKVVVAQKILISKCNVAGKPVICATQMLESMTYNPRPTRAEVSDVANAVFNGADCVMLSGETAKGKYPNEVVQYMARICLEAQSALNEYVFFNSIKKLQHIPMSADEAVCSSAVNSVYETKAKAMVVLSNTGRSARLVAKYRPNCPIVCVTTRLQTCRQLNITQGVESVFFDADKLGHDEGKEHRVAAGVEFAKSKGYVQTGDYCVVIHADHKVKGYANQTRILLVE
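Kinase-Glo luminescence read after 1 h RT reaction of 0.1 nM LmPK with 0.5 mM PEP and 0.1 mM ADP. Activity scaled between uninhibited and enzyme-free controls.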
Pf growth 48h – P. falciparum growth inhibition at 48 hours (one generation); Potency, µM (titrated, usually from 28.7 µM), without a hit: at the highest dose activity change, negative = inhibition, usual class: inhibitors; P. falciparum luciferase growth in erythrocytes, 48 h; actives 5.9% (n = 310,000); further: potency means the concentration at half of the fitted maximal effect; on the % scale 0 is the no-effect control and ±100 the full control effect
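Parasite viability was followed by luminescence of a genomically integrated firefly luciferase. Cultures held 0.1% parasitemia at 2% hematocrit (final), incubated under 5% CO2 at 37 C.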
Shiga inhibitor – Shiga toxin inhibition. Vero cells, Shiga toxin protein synthesis inhibition reporter. actives 9.2% (n = 290,000). inhibition, % at 38.7 µM; in the data active means inhibition mostly above about 28%, no sharp cut-off; inactive means mostly below about 43%; further: 0% is about no effect
* marks the source's active call; other numbers are inactive results; i = inactive; ? = inconclusive; . = no result given; & = joins results of further samples; [ ] = remark or other dose. Unless noted, the call rests on the fitted dose curve; in most records, active means well fitted curve in the direction sought with a large enough effect; inconclusive means small, poorly fitted or top-dose-only effect, or another doubt; inactive means no such curve, though single readings can be large; an effect the other way counts as inactive or inconclusive.

SMILES	HCV inh	TbPYK inhibitor	CHX counter	Pf growth 96h	LmPK inh	Pf growth 48h	Shiga inhibitor
CCOc1ccccc1N1CCN(C(=O)c2ccncc2)CC1	21%	1%	-2	.	-3%	5%	-10
O=C(c1ccco1)N1CCC(c2nc3c(nnn3Cc3ccc(F)cc3)c(=O)[nH]2)CC1	24%	-9%	-5	16%	-1%	?	5
O=C(Nc1c(Cl)cccc1Cl)C1CCN(C(=O)c2cccs2)CC1	9%	-11%	4	10%	-5%	3%	-11
CCc1ccc(C(=O)Nc2ccc(OC)c(S(=O)(=O)N3CCCCC3)c2)cc1	4.5µM*	0%	.	?	.	?	.
Cc1ccc(-c2cccc(-c3cc(=O)oc4ccc(C(C)(C)C)cc34)c2)cc1	52%[activator]	-7%	5	.	.	.	i
Cc1ccc(OCCCc2c(C)n[nH]c2C)cc1	-29%	0%	13	-18%	6%	16%	82
Cn1cc(Br)cc2nc(C(F)(F)F)nc1-2	15%	0%	-3	-2%	-3%	-4%	14
O=C(Nc1nccs1)c1ccccn1	6%	0%	67*	?	-27%	85%[activator]	97*
Cn1c(SCC(=O)Nc2ccccc2F)nnc1-c1ccc(S(=O)(=O)N2CCOCC2)cc1	19%	1%	-4	?	1%	-28%	-20
O=c1cc(-c2ccccc2)[nH]n1-c1nc2ccccc2s1	1%	-4%	13	5.2µM*	4%	16%	22
Cc1nn(C)c(C(=O)NC(=S)Nc2ccccc2Br)c1Cl	-17%	0%	22*	51%[activator]	-9%	12%	17
CCN(CC(=O)Nc1ccc2c(c1)OCCO2)C(=O)C(C)Oc1ccc(Cl)cc1 (configuration not stated)	?	-8%	.	0%	.	-2%	.
C#Cc1ccc([C@@H]2C=C(C(=O)OCC=C)O[C@H](OCCCCO)C2)cc1	-6%	-2%	-2	?	-1%	?	-12
Nc1nc(SCC(=O)c2ccc([N+](=O)[O-])cc2)n[nH]1	5%	-11%	-1	15%	0%	15%	19
COc1cc2ccccc2cc1C(=O)NCc1ccncc1	-14%	-2%	12	-5%	-7%	-7%	-25
CCO[C@@H]1OC(C(=O)NCc2ccccc2)=C[C@H](c2cn(C(C)=O)c3ccccc23)[C@H]1CCCO	-20%	-4%	-2	4.1µM*	3%	5.2µM*	10
Cc1ccc(-c2nc(N/N=C/c3ccncc3)c3ccccc3n2)cc1	-23%	-14%	55*	?	-16%	.	76*
COc1ccc(NC(=S)NCCc2c[nH]c3ccc(OC)cc23)c(OC)c1	?	-11%	5	?	3%	3%	-8
Cc1ccc(CCNC(=O)CCS(=O)(=O)c2ccc3c(c2)oc(=O)n3C)cc1	2%	-12%&6%	-11	?	1%	-2%	-8
O=C(c1ccc(CS(=O)(=O)c2cccc(C(F)(F)F)c2)o1)N1CCN(c2ccccn2)CC1	17%	1%	-2	?	0%	?	15
O=C(CN1CCN(S(=O)(=O)c2ccc(C(F)(F)F)cc2)CC1)N1CCNC1=O	6%	1%	.	?	.	-17%	.
O=C(NCc1ccccc1F)C1CCCN1C(=O)Nc1ccc(F)cc1 (configuration not stated)	4%	4%	-2	0%	-2%	6%	.
CCn1c(CNc2ccc(F)cc2)nnc1SCC(=O)Nc1ccccc1OC	?	0%	-2	?	2%	?	-8
CN1CCN(C(=O)C2CCCN(S(=O)(=O)c3ccccc3)C2)CC1 (configuration not stated)	21%	18%	-4	1%	8%	-4%	-10
CC(C)CCNC(=O)c1cc([N+](=O)[O-])ccc1N1CCOCC1	-2%	-8%	1	-11%	0%	27%	11

As entered above:
Shiga inhibitor result of `CCn1c(CNc2ccc(F)cc2)nnc1SCC(=O)Nc1ccccc1OC` : -8
Pf growth 48h result of `COc1cc2ccccc2cc1C(=O)NCc1ccncc1` : -7%
HCV inh result of `O=C(Nc1c(Cl)cccc1Cl)C1CCN(C(=O)c2cccs2)CC1` : 9%

The listing picks up, repeating the two entries before the break.
SMILES	HCV inh	TbPYK inhibitor	CHX counter	Pf growth 96h	LmPK inh	Pf growth 48h	Shiga inhibitor
CN1CCN(C(=O)C2CCCN(S(=O)(=O)c3ccccc3)C2)CC1 (configuration not stated)	21%	18%	-4	1%	8%	-4%	-10
CC(C)CCNC(=O)c1cc([N+](=O)[O-])ccc1N1CCOCC1	-2%	-8%	1	-11%	0%	27%	11
COc1ccccc1NC(=O)N(Cc1ccco1)Cc1cc2ccc(C)c(C)c2[nH]c1=O	?	0%	-4	4%	1%	?	-1
CN(C(=O)COC(=O)CCc1c[nH]c2ccccc12)c1ccccc1	18%	7%	.	-1%	.	?	.
CCOC(=O)c1c(NC(=O)COC(=O)CCS(=O)(=O)c2ccc(C)cc2)sc(C)c1C	?	-1%	-8	-3%	-1%	10%	-11
CCOC(=O)NCc1ccc(S(=O)(=O)Nc2c(C)cccc2C)cc1	-10%	-5%	-5	.	7%	4%	-16
Cc1ccc(C(=O)Oc2ccc3ccc(=O)oc3c2)cc1	7%	6%	11	36%[activator]	5%	-27%	1
COc1cc(/C=N/n2c(COc3ccccc3)n[nH]c2=S)cc(Br)c1O	33%[activator]	?	-1	-9%	-25%	5%	-4
CC(NS(=O)(=O)c1ccc(Cl)cc1)C(=O)N1CCOCC1 (configuration not stated)	22%	1%	-3	138%[activator]	-4%	-19%	2
COc1ccc(NC(=O)Cc2c(Sc3ccccc3)c3ccccc3n2C)cc1	0%	-19%	-1	?	1%	?	-8
O=C(CCc1[nH]c2ccccc2c1Sc1ccccc1)N(CCO)CCO	41%[activator]	-11%	-3	?	1%	-2%	31
COc1cc(-c2[nH]ncc2CN(C)Cc2nonc2C)cc(OC)c1OC	?	5%	-3	1.7µM*	0%	?	-5
COc1cc(C(=O)NCC2(N3CCCCC3)CCCCC2)ccc1OCC(=O)N1CCOCC1	9%	4%	-3	11%	3%	-5%	6
Cc1cccnc1N(C(=O)Nc1ccccc1)C1=NCC(C)(C)S1	1%	0%	7	-22%	4%	?	90
CCC1(CC)Cc2ccccc2-c2nc3ccccc3c(=O)n21	?	-8%	9	-2%	6%	-10%	11
Cc1cc(C)nc(SCc2nnc(SCC(=O)N3CCOCC3)o2)n1	4%	6%	-1	7.4µM*	0%	29%	21
O=C(NC(=S)N1CCN(C(c2ccccc2)c2ccccc2)CC1)c1ccc(S(=O)(=O)N2CCOCC2)cc1	-8%	-7%	-2	?	5%	?	-6
COc1cc2ccccc2cc1C(=O)Nc1nccs1	11µM*	4%	27*	78%[activator]	-3%	149%[activator]	49*
CC1=C(C(=O)OCc2ccccc2)C(c2ccoc2)C(C#N)=C(N)O1 (configuration not stated)	-4%	-17%	7	?	2%	-22%	-18
O=C(Oc1ccc(OC(=O)N2CCOCC2)cc1)c1ccccc1	4%	-2%	12*	2%	-16%	2%	14
Cc1ccsc1C(=O)N1CCCC(CO)(Cc2ccccc2F)C1 (configuration not stated)	-8%	0%	-5	-91%	-7%	37%[activator]	-5
Cc1ccc(OCC(=O)NCCNC(=O)c2cnccn2)cc1C	16%	0%	-1	?	1%	2%	15
CCOC(=O)CNC(=O)C(Cc1ccccc1)NC(=O)OCc1ccccc1 (configuration not stated)	3%	0%	-2	11%	14µM*	19%	-6
CC(=O)c1cc(C#N)c(SCc2ccccn2)nc1C	-8%	3%	47*	124%[activator]	1%	122%[activator]	68*
COc1ccccc1CNC(=O)C1CCC(=O)N(CCCc2ccccc2)C1 (configuration not stated)	6%	9%	-2	?	1%	16%	-3
COc1ccc(-n2c(=O)c3ccccc3n(CC(=O)NC3CCCCC3)c2=O)cc1OC	-2%	-1%	0	1%	2%	49%[activator]	3
CCOC(=O)c1cnn(C(=O)c2ccccc2)c1N	16%	4%	11	13%	-15%	24%	12
SMILES	HCV inh	TbPYK inhibitor	CHX counter	Pf growth 96h	LmPK inh	Pf growth 48h	Shiga inhibitor
Cc1cc(C)cc(NC(=S)N(CCCN2CCN(C)CC2)Cc2cccs2)c1	-12%	-4%	-8	-16%	-2%	?	-4
O=C1CCCN1c1ccc(C(=O)N(Cc2nnc(-c3ccccc3Cl)o2)C2CC2)cc1	?	-4%	.	?	.	?	.
Cc1nnc(NC(=O)CCNC(=O)c2ccccc2Cl)s1	-4%	-4%	-2	-1%	3%	-17%	-15
COc1ccc(C(C(=O)OCCN(C)C)c2ccccc2)cc1 (configuration not stated)	12%	-8%	-2	37%[activator]	-2%	66%[activator]	23
CSc1cccc(NC(=S)NCCCO)c1	7%	-5%	9	36%[activator]	3%	59%[activator]	-7
Cc1c(NC(=O)c2cc(C3CC3)on2)c(=O)n(-c2ccccc2)n1C	16%	-7%	-4	-7%	0%	.	2
CCOC(=O)C1CCN(C(=O)c2cc(C(C)(C)C)nn2Cc2ccccc2)CC1	-3%	-1%	-1	1.2µM*	0%	1.2µM*	-23
O=C(c1ccc(Cl)cc1)N1CCN(CCc2ccccn2)CC1	21%	2%	2	4%	4%	13%	-3
CN1OC(CC(=O)O)N(c2ccc(Cl)cc2)C1=O (configuration not stated)	0%	-5%	-1	.	12%	-15%	-20
COc1ccc(CCNC(=O)C(C)SCc2ccccc2)cc1 (configuration not stated)	5%	-1%	-2	45%[activator]	-3%	-20%	-6
COc1cc(OC)c2c(c1)OC(=O)CC2c1ccc(C)cc1 (configuration not stated)	?	4%	14	.	.	.	i
CSc1nnc(C)c(=O)n1COC(=O)COc1ccccc1F	7%	-3%	-1	13%	0%[11.5 µM]	-1%	9
NNc1nc2sc3c(c2c(=O)[nH]1)CCc1ccccc1-3	4%	-9%	-1	67%[activator]	0%	17%	10
COc1ccc(-n2nc3cc(N)c(Br)cc3n2)cc1	?	-17%	30*	?	6%	205%[activator]	.
N=C1C(c2nc3ccccc3s2)=C(O)CN1C1CCCCC1	10%	-10%	14	47%[activator]	0%	3%	40
Cn1c(CC(=O)Nc2ccccc2)nnc1SCCOc1ccccc1	-17%	2%	31	?	5%	19%	51
CCOC(=O)C1CCCN(Cc2ccccc2OCC)C1 (configuration not stated)	?	28%	2	.	-1%	-13%	-7
CCS(=O)(=O)N1CCC(C(=O)NCCCN2CCCCCC2)CC1	9%	-10%	-1	?	-5%	12%	-4
COc1cc(C#CC#CCN2CCCCC2)ccc1O	-2%	-2%	16	20%	6%	8.3µM*	9
COc1cccc(CNC(=O)c2ccc(Cl)c(S(=O)(=O)N3CCOCC3)c2)c1	?	7%	.	6.6µM*	.	8.3µM*	.
O=C(Cc1c(F)cccc1Cl)N(Cc1ccccc1)c1ccccn1	-2%	1%	-2	7%	1%	-8%	-2
CCc1noc(C)c1C(=O)OCC(=O)N(C)c1c(N)n(Cc2ccccc2)c(=O)[nH]c1=O	17%	-3%	.	1%	.	0%	.
Cc1cccc(C)c1OCC(=O)NCC1COc2ccccc2O1 (configuration not stated)	8%	-4%	.	25%	.	14%	.
Cc1cc(C(=O)OCC(=O)NCCC(C)C)c2ccccc2n1	-35%	-4%	-5	12%	-1%	?	55
Cc1cccc(N(CC(=O)N/N=C/c2ccccc2C(=O)O)S(C)(=O)=O)c1C	-10%	6%	10	30%[activator]	1%	2%	28
Cc1ccc2c3c1C(=O)C(=O)N3C(C)(C)CC2C (configuration not stated)	-19%	3%	-3	10%	-4%	-22%	-16
COc1ccc2cc3cc(C(=O)NCc4cccs4)oc3nc2c1	-19%	0%	2	-6%	6%	5.9µM*	-2
Cc1nc(/C(N)=N/OC(=O)c2ccccc2Cl)c(C(F)(F)F)o1	0%	-21%	52*	96%[activator]	13µM*	93%[activator]	91*
O=C(c1ccc(F)cc1)C1CCN(C(=O)c2c(F)cccc2F)CC1	-15%	3%	-1	?	2%	6%	-1
